From PubChem
HT1080 IDH1KD tx: HT-1080 IDH1 knockdown cell toxicity (counter line); 360,000 tested, 2% active; HT-1080 IDH1 knockdown viability, ATP luminescence, 48 h; Potency, µM (titrated, usually from 46.1 µM), inactives show at the highest dose activity, negative = toxicity, usual class: cytotoxic;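 note: potency is the fitted concentration of half-maximal effect; 0% = DMSO wells and -100% = cell-free medium wells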
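Assay cells: HT-1080 with IDH1 knockdown, 750 per well, RPMI/5% FBS. Exposure: 48 h at 37 °C following 2 h pre-incubation. Read: CellTiter-Glo luminescence; fitted concentration-response, curve class assigned.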
KB-3-1 cytotox: kills parental KB-3-1 adenocarcinoma cells; KB-3-1 viability, CellTiter-Glo ATP luminescence, 72 h; Potency, µM (doses to about 46.1 µM), without a hit: at the top dose activity change, negative = cytotoxic, usual class: cytotoxic; 400,000 tested, 1.4% active; AID 1347075; note: potency is the fitted concentration of half-maximal effect; % is set by controls: 0 for no effect and ±100 for the full control effect; nearly all actives have a fitted effect of over 60% in size
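Screening of KB-3-1 cells (DMEM, 10% FBS, phenol-red free) ran from lowest to highest compound concentration; after 72 h at 37 °C viability was read luminescently and curves fitted.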
HepG2 viability: counter-screen for TGF-b inhibitors: cytotoxicity in HepG2 cells | HepG2 CAGA-GFP viability, ATP luminescence, 18 h | Potency, µM (doses to about 46.1 µM), without a hit: top-dose activity change, negative = cytotoxicity, usual class: cytotoxic | 410,000 tested, 0.76% active | AID 588856; note: potency is the fitted concentration of half-maximal effect; some results filed as inactive show a strong effect at the top dose
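CellTiter-Glo luminescence gave cytotoxicity after 18 hours at 37 degrees C. The cells were HepG2 CAGA-GFP in 1% FBS DMEM, stimulated with 500 pg/mL TGF-beta after compound addition. %Activity was normalised to no-cell wells (complete cell-killing) and DMSO (no toxicity), and curves were fitted and classified.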
MCF10A rereplic: inducers of DNA re-replication in MCF 10A breast cells | MCF 10A DNA re-replication, Hoechst nuclear intensity, 48 h | AID 624296 | Potency, µM (titrated, usually from 46.1 µM), inactives show at the highest dose activity, positive = re-replication, most hits filed as activators | 350,000 tested, 2.9% active; note: potency is the fitted concentration of half-maximal effect; % of control where 0% means no effect; nearly all actives have a fitted effect of over 50% in size
ATXN2 expr inh: reduces ATXN2 reporter expression in HEK-293 cells. HEK-293 ATXN2-luciferase reporter, luminescence, 24 h. Potency, µM (doses to about 57 µM), for inactives: at the highest dose activity change, negative = inhibition, hits mostly inhibitors. 360,000 tested, 0.72% active. AID 1745845; note: potency is the fitted concentration of half-maximal effect; % is set by controls: 0 for no effect and ±100 for the full control effect; nearly all actives have a fitted effect of over 55% in size
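qHTS (up to 57 uM final) was run with 24 h compound exposure of reporter cells at 37 °C. Each well was multiplexed: SteadyGlo luminescence measured ATXN2-luciferase expression after a fluorogenic Gly-Phe-AFC viability readout (25 uM final).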
ATXN viability: viability counter-screen for ATXN expression inhibitors; S2 cells (HEK-293 line with an ATXN2-luciferase reporter) viability, CellTiter-Fluor protease fluorescence, 24 h; AID 651635; Potency, µM (top dose mostly 56.7 µM), hits mostly cytotoxic; 400,000 tested, 0.49% active; note: potency is the fitted concentration of half-maximal effect; nearly all actives have a fitted effect of over 40% in size
SW480 rerep: induces DNA re-replication in SW480 colon adenocarcinoma cells; SW480 DNA re-replication, Hoechst DNA content imaging, 48 h; Potency, µM (series often up to 46.1 µM), for the others: at the highest dose re-replication activation, actives largely listed as activators; 340,000 tested, 1.8% active; AID 624297; note: potency is the fitted concentration of half-maximal effect; % of control where 0% means no effect; nearly all actives have a fitted effect of over 55% in size
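Compounds, transferred as 23 nL by pin tool, were incubated with cells for 48 hr; DNA content per nucleus was then quantified by Hoechst staining and fluorescence plate imaging.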
HT1080-NT tox: kills 2HG-producing HT-1080-NT fibrosarcoma cells | HT-1080-NT fibrosarcoma viability, CellTiter-Glo ATP luminescence, 48 h | Potency, µM (series often up to 46.1 µM), for inactives: top-dose activity, negative = less viability, actives largely listed as cytotoxic | 360,000 tested, 1.6% active;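 note: NT is the 2HG producing partner of a matched IDH1 knockdown line; potency is the fitted concentration of half-maximal effect; 0% = DMSO-treated cells and -100% = media-only wells without cells; nearly all actives have a fitted effect of over 55% in size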
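Fibrosarcoma NT cells, 750 per well in 5% FBS RPMI, were exposed to compound for 48 hours. Viability: CellTiter-Glo luminescence.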
IL1B secr inh: blocks inflammasome-driven IL-1 beta release. AID 743279. THP-1 LPS/ATP IL-1B secretion, AlphaLISA, 16 h; active compounds read low. 360,000 tested, 4.7% active. activity change, % at 57.5 µM; in the data active = activity change below about -50%; inconclusive = mostly about -30% to -49%; note: % is set by controls: 0 for no effect and ±100 for the full control effect
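THP-1 cells pretreated 1 hr with compounds (up to 57.5 uM final), then stimulated with LPS (250 ng/mL final) plus ATP (1.25 mM final); secreted IL-1B measured by AlphaLISA after 16 hr, decreased signal indicating inhibition.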
* marks the source's active call; other numbers are inactive results; i = inactive; ? = inconclusive; . = no result given; & = joins results of further samples; [ ] = remark or other dose. Unless noted, calls come from the whole dose curve; as a rule, active = well fitted curve in the direction sought with a large enough effect; inconclusive = small, poorly fitted or top-dose-only effect, or another doubt; inactive = no such curve, though single readings can be large; an effect the other way counts as inactive or inconclusive.

SMILES	HT1080 IDH1KD tx	KB-3-1 cytotox	HepG2 viability	MCF10A rereplic	ATXN2 expr inh	ATXN viability	SW480 rerep	HT1080-NT tox	IL1B secr inh
O=C(CSC1=NCCS1)Nc1nc2c(s1)CCCC2	?	-2%	-2%	-182%[0.0737 µM]	62%[activator]	i	-10%	-3%	-19
CC(=O)NC(c1ccc(F)c(F)c1)c1nc(-c2ccc(C)c(C)c2)cs1 (configuration not stated)	6%	0%	-10%	.	3%	i	.	12%	-25
CC(Sc1ccccc1)C(=O)N1CCN(S(=O)(=O)c2ccccc2F)CC1 (configuration not stated)	-4%	0%	4%	-1%	-5%	i	4%	-4%	-7
CCOc1ccc(N(CC(=O)NCCCOC)S(C)(=O)=O)cc1	3%	0%	-1%	-4%	-6%	i	-3%	1%	22
CCOC(=O)N1CCC(NC(=O)c2cccnc2SC)CC1	0%	-19%	7%	17%	6%	i	-1%[9.22 µM]	0%	8
O=C1C2C3C=CC(C3)C2C(=O)N1c1n[nH]c(-c2cccnc2)n1 (configuration not stated)	-11%	12%	-11%	-4%	0%	i	-3%	1%	18
Cc1cccc(NC(=O)CSc2nnc3scc(-c4ccccc4)n23)c1	.	-9%	-17%	.	-38%	i	.	.	.
COc1cccc(CNC(=O)CSc2nc3ccccc3nc2Cc2ccc(C)cc2)c1OC	.	1%	-4%	.	15%	i	.	.	.
Cc1ccc(-n2nc3c(N4CCC(C(=O)NCCc5ccco5)CC4)nnc(C)c3c2C)cc1	?	-11%	-16%	-5%	-39%	i	8%	?	-18
O=[N+]([O-])c1cc(-c2nc(-c3ccccc3)no2)ccc1N1CCCC1	.	-16%	4%	.	?	i	.	.	.
CCCN1C(=O)c2ccccc2NC1c1ccc(O)c(OCC)c1 (configuration not stated)	4%	6%	4%	-2%	.	?	8%	1%	14
CCC1CCCCN1CCCNC(=O)CN1C(=O)CSc2ccc(S(=O)(=O)N3CCC(C)CC3)cc21 (configuration not stated)	3%	0%	-15%&-30%	-7%	-8%	i	14%	-6%	-20
O=C(NC1CC1)C1CCC(=O)N1C1CCCC1 (configuration not stated)	11%	0%	1%	4%	-2%	i	-11%	10%	-26
CCOc1ccc(-c2nnc(SCC(=O)c3ccc(Br)cc3)n2-c2ccccc2)cc1	.	-1%	-8%	.	5%	i	.	.	.
CN(CCc1ccccc1)C(=O)c1ccc(NC(=O)Cc2ccc(NC(=O)C3CCN(C(=O)C4CCC4)CC3)cc2)cc1	-18%	0%	-19%	4%	8%	i	-4%	-6%	?
CSc1ccccc1OCc1cc(C(=O)N2CCc3sccc3C2)no1	12%	-12%	-6%	1%	35%	i	0%	9%	?
O=C(c1ccc(Cl)nc1)N1CCN(C/C=C/c2ccccc2)CC1	-3%	?	-8%	8%	.	i	2%	1%	0
OC[C@@H]1CN(Cc2ccc(Cl)cc2)C[C@H](n2cnc3c(NCc4ccco4)ncnc32)O1	14%	0%	-14%	.	-1%	i	.	9%	25
CCOc1c(OC)ccc2c3c(c(=O)oc12)CCCC3	?	-13%	-20%	15%	36%[activator]	?	-12%	3%	-19
COc1cc(/C=N/NC(=O)c2sc(N)c(C#N)c2C)ccc1O	-2%	-24%	-24%	?	3%	i	0%[9.22 µM]	-2%	-90*
C[N+](C)(C)CC(O)CC(=O)O (configuration not stated)	8%	0%	-23%	7%&-2%	-1%	i	-38%&15%[inhibitor]	9%	10
CCCN(CCC)CC(=O)N1CC(=O)Nc2ccccc21	-1%	6%	-1%	9%	.	i	-9%	4%	26
CNC(=S)N1N=C(c2ccc(C)cc2)CC1c1ccc(Cl)cc1 (configuration not stated)	2%	-5%	-23%	15%	-7%	i	1%	3%	-11
COc1ccc(CCNC(=O)CCCOc2ccc(Cl)cc2)cc1OC	-16%	2%	3%	-2%	-20%	i	-3%	-19%	-20
O=C(Nc1ccc(Cl)c([N+](=O)[O-])c1)c1ccncc1	-4%	-4%	-44%	-5%	14%	i	0%	0%	14
Cc1ccc(-c2nn(-c3ccccc3)cc2C2SCC(=O)N2Cc2ccccc2)o1 (configuration not stated)	-6%	?	4%	?	-24%	i	13%	-14%	-69*
N#C/C(=C/c1ccc(O)c(O)c1)c1nc2ccccc2[nH]1	-5%	0%	-30%	-10%	.	i	?	-1%	10
COc1ccccc1-c1nnc2sc(-c3cc4ccccc4o3)nn12	1.5µM*	0.52µM*	-3%	2.9µM*	-16%	?	2.6µM*	?	101
COc1ccc(S(=O)(=O)Nc2ccc(S(=O)(=O)N(C)C)cc2)cc1[N+](=O)[O-]	-4%	4%	-12%	3%	4%	i	-6%	-2%	112
COc1cc(C2C(C#N)=C(N)Oc3n[nH]c(-c4ccncc4)c32)cc(OC)c1OC (configuration not stated)	14%	8%	-1%	-3%	-1%	i	3%	18%	-2
CC(C)c1ccc(NC(=O)Nc2nc(C(N)c3ccccc3Cl)cs2)cc1 (configuration not stated)	?	-7%	-102%	.	?	.	.	?	-77*
Cc1ccc(/C=C/C(=O)OCC(=O)NC(=O)NCc2ccco2)cc1	7%	3%	-14%	-3%	2%	i	-1%	1%	13
CCCCCOc1ccc(C2c3c(oc4ccccc4c3=O)C(=O)N2c2nc(C)c(C)s2)cc1OCC (configuration not stated)	.	?	11%	.	19%	i	.	.	.
CCCCc1nc(SCC(=O)N2CCOCC2)c2c(=O)n(C)c(=O)n(C)c2n1	7%	-27%	-3%	1%	4%	i	11%	5%	35
COCc1cc(C)c(C#N)c(=S)[nH]1	12%	-6%	7%	5%	0%	i	-4%	12%	36
COC(OC)C1Nc2ccccc2C(=O)N1c1ccc(F)cc1 (configuration not stated)	6%	0%	6%	3%	3%	i	-2%	0%	-7
O=C1NC(=S)N/C1=C/c1cc([N+](=O)[O-])ccc1O	1%	0%	-1%	27%	6%	?	10µM*	10%	-1
CC(C(=O)OCC(=O)N1CCN(c2ccccc2)CC1)N1C(=O)c2ccccc2C1=O (configuration not stated)	-1%	-7%	4%	?	.	i	-11%	5%	5
N#Cc1ccccc1NC(=O)CN(Cc1ccccc1)Cc1ccccc1	-11%	2%	1%	?	0%	i	?	-9%	-6
O=C(O)c1ccc(CS(=O)(=O)Cc2ccccc2F)o1	6%	14%	4%	-28%	5%	i	?	1%	-6

Marked active in SW480 rerep, among the entries above:
SMILES,SW480 rerep,IL1B secr inh
COc1ccccc1-c1nnc2sc(-c3cc4ccccc4o3)nn12,2.6µM*,101
O=C1NC(=S)N/C1=C/c1cc([N+](=O)[O-])ccc1O,10µM*,-1

Next section.
SMILES	HT1080 IDH1KD tx	KB-3-1 cytotox	HepG2 viability	MCF10A rereplic	ATXN2 expr inh	ATXN viability	SW480 rerep	HT1080-NT tox	IL1B secr inh
O=C(c1ccco1)N1CCN(C(=O)N2c3ccccc3Sc3ccccc32)CC1	?	0.52µM*	2%	13%	-10%	?	1%	?	21
Nc1c(C(=O)N/N=C/c2cccnc2)oc2nc(-c3ccccc3)cc(-c3ccco3)c12	-25%	22%	-36%	18µM*	-25%	.	?	-5%	.
COc1ccc(C)cc1NC(=O)c1ccc(NC(=O)CC2SC(N3CCCC3)=NC2=O)cc1 (configuration not stated)	20%	13%	0%	3%	-4%	i	0%	19%	-3
CCOc1cc2sc(N3CCC(C(=O)Nc4ccc(CC)cc4)CC3)nc2cc1Br	.	-2%	-12%	.	37%[activator]	i	.	.	.
C[C@]12C(=O)N(c3ccc(Cl)cc3)C(=O)N1[C@@H]1c3ccccc3OC[C@@H]1[C@H]2c1ccccc1	-1%	-6%	-17%	?	1%	i	?	0%	-2
CCn1c(=O)n(-c2ccc3c(c2)OCO3)c2nc(-c3cc(OC)ccc3OC)nc(C(N)=O)c21	.	-9%	-12%	.	-1%	i	.	.	.
CCC(CC)NC(=O)CN1CCN(S(=O)(=O)c2ccc(Br)s2)CC1	8%	14%	-8%	0%	7%	i	-6%	2%	-11
CCOC(=O)CSc1nc(C)c(CC)c(C)c1C(N)=O	19%	4%	4%	0%	-5%	i	-1%	17%	?
CCCn1nc2cc(C(=O)NC3CCCc4ccccc43)ccc2c1OCC (configuration not stated)	2%	3%	-17%	6%	-14%	i	3%	3%	0
CCOC(=O)C1(Cc2ccc(Cl)cc2)CCN(C(=O)c2ccoc2)CC1	8%	4%	-14%	5%	2%	i	2%	5%	-4
CC(C)c1ccc(NC(=O)c2ccc(NC3=NC4CS(=O)(=O)CC4S3)cc2)cc1 (configuration not stated)	-2%	?	4%	7%	3%	i	-5%	6%	32
COc1ccc(OC(=O)N(C)C[C@@H]2OCc3cn(nn3)CCCC(=O)N([C@H](C)CO)C[C@H]2C)cc1	3%	0%	-2%	.	4%	i	.	27%	14
CC(OC(=O)c1cccc(N(C)C)c1)C(=O)N1CCc2ccccc2C1 (configuration not stated)	13%	6%	1%	12%	3%	?	-1%	6%	5
COc1ccc(OC)c(NC(=O)CSc2ccc(-c3cccnc3)nn2)c1	6%	0%	-1%	7%	2%	i	-9%	3%	9
Cc1csc(Sc2nc3c(c(=O)[nH]c(=O)n3C)n2CCCc2ccccc2)n1	-1%	?	-6%	9%	-11%	i	-15%	-1%	5

Single records (already shown):
COc1ccc(OC)c(NC(=O)CSc2ccc(-c3cccnc3)nn2)c1 in the list: HT1080 IDH1KD tx: 6%; KB-3-1 cytotox: 0%; HepG2 viability: -1%; MCF10A rereplic: 7%; ATXN2 expr inh: 2%; ATXN viability: i; SW480 rerep: -9%; HT1080-NT tox: 3%; IL1B secr inh: 9
Cc1csc(Sc2nc3c(c(=O)[nH]c(=O)n3C)n2CCCc2ccccc2)n1 in the list: HT1080 IDH1KD tx: -1%; KB-3-1 cytotox: ?; HepG2 viability: -6%; MCF10A rereplic: 9%; ATXN2 expr inh: -11%; ATXN viability: i; SW480 rerep: -15%; HT1080-NT tox: -1%; IL1B secr inh: 5
